TAAR1 agonist: human TAAR1 agonists, primary screen, Fluo-8 calcium fluorescence, CHO RD-HGA16 cells | 360,000 tested, 0.99% active | Trace amine-associated receptor 1 (Homo sapiens), Q96RJ0 | vehicle wells 0%, saturating PEA agonist 100% | activation, % at 3 µM;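 active = activation above the mean activation of all test compounds in the run plus 3 SD, cut at about 38% in these data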
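Repeats: no replicates (n 1) | Material: CHO-derived RD-HGA16 cells with stable Gα16 and human TAAR1 | Technique: Kinetic Fluo-8 calcium fluorescence | Schedule: 17-24 h seeding, 75 min 37 °C dye, 30 min RT | Evaluation: % activation from peak over basal fluorescence ratio, DMSO-to-PEA scaled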
CHRM1 antagonist: human M1 muscarinic receptor antagonists, primary screen, CHO-K1 cells, Fluo-8 calcium fluorescence, 1536-well; inhibition, % at 3 µM; Muscarinic acetylcholine receptor M1 (Homo sapiens), P11229; 360,000 tested, 1.3% active; CHO-K1 hM1, ACh EC80 antagonist; AID 588852, 2011;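 active = percent inhibition above its own plate's cutoff, namely the mean of that plate's compound wells plus 3 SD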;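 also: peak over basal fluorescence ratio during 140 s after agonist addition; 0% = ACh EC80 plus DMSO and 100% = DMSO alone without agonist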
Target sequence (P11229 whole entry, looked up): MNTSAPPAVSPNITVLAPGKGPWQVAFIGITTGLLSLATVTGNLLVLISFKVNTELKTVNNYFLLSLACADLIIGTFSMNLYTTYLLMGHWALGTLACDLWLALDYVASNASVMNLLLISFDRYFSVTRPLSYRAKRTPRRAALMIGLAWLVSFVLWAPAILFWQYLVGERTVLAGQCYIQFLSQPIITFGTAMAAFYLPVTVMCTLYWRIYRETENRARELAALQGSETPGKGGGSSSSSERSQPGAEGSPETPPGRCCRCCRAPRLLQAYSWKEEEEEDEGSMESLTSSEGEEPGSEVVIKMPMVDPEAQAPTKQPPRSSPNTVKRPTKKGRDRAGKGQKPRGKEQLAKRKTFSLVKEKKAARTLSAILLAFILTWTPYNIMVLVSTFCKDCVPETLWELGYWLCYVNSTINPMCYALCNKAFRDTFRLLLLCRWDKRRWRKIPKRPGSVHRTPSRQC
M1 ag: human M1 muscarinic receptor agonists, primary screen, Fluo-8 calcium fluorescence, CHO-K1 cells, HTS. Muscarinic acetylcholine receptor M1 (Homo sapiens), P11229. AID 588814, 2011. CHO-K1 hM1, agonist mode; 0% DMSO, 100% acetylcholine EC100. 360,000 tested, 0.33% active. activation, % at 3 µM;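 active = activation above the run's mean compound activation plus 3 SD, cut at about 16% in these data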;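 also: peak over basal fluorescence ratio within a 140 s kinetic read after compound addition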
CHO parental Ca: ATP-evoked calcium signal inhibitors, parental CHO, primary screen, counter-screen for OX1R antagonist project, cell-based, fluorescence, Fluo-8 calcium dye. parental CHO-K1, ATP-induced calcium, Fluo-8 fluorescence. inhibition, % at 5.6 µM. 330,000 tested, 0.63% active. AID 463079, 2010;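 active = inhibition above that plate's mean sample inhibition plus 3 SD, cut at about 26% in these data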;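 also: 0% = ATP-challenged DMSO wells and 100% = DMSO wells without ATP; some compounds past the cut are filed as inactive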
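Material – parental CHO cells · Reagent – ATP stimulus · Compound – single nominal dose of 5.6 µM per compound · Detection – Fluo-8 fluorescence · Read-out basis – percent inhibition of calcium signal · Controls – ATP-challenged DMSO wells low, unchallenged DMSO wells high · Repeats – no replicates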
V1R ag counter: agonists of human V1a receptor, primary screen, counter-screen for OXTR agonist project, fluorescence, CHO-V1R cells; Vasopressin V1a receptor (Homo sapiens), P37288; Fluo-8 calcium fluorescence, agonist mode; 0% DMSO, 100% 3 nM vasopressin; activation, % at 3 µM; 320,000 tested, 0.25% active;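 active = activation above the mean activation of all tested compounds plus 3 SD, per screening run, cut at about 20% in these data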;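 also: signal is peak over basal fluorescence ratio across a 100 second FLIPR read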
Target sequence (P37288 whole entry, looked up): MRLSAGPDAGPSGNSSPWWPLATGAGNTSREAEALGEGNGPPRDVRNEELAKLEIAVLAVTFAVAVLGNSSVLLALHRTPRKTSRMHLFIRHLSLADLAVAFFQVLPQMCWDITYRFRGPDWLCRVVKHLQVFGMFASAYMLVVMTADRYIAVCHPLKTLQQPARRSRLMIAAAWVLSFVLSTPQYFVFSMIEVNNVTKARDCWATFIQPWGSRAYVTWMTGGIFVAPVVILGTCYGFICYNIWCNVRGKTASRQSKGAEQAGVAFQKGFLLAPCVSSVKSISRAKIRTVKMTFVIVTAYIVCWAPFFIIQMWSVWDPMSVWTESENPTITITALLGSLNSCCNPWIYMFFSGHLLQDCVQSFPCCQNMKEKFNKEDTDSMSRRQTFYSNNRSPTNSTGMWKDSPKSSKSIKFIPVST
OXTR potentiator: human OXTR potentiators, primary screen, fluorescence, CHO-OTR cells, Fluo-8 calcium; Oxytocin receptor (Homo sapiens), P30559; Fluo-8 calcium fluorescence, potentiator mode; 0% = oxytocin EC15, 100% = EC100; activation, % at 3 µM; 320,000 tested, 0.061% active; AID 2445, 2010;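 active = activation above that plate's cutoff, the mean activation of tested compounds plus 3 SD, cut at about 6.6% in these data, passing the limit was not always enough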;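 also: 100% uses oxytocin at 75 nM as the full agonist control; some results filed as inactive read as strong as hits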
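Replication – single well per compound, singlicate · Assay system – CHO cell line stably expressing human OTR · Timing – 6 min pre-incubation, 100 s read · Measure – normalized max/min fluorescence ratio, % activation · Doses – 3.0 µM, one dose · Detection – Fluo-8 calcium dye fluorescence · Probe or stimulus – oxytocin near EC15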
M1 PAM: human M1 muscarinic receptor positive allosteric modulators, primary screen, CHO-K1 cells, Fluo-8 calcium fluorescence, 1536-well; Muscarinic acetylcholine receptor M1 (Homo sapiens), P11229; CHO-K1 hM1, ACh EC20; 0% = ACh EC20, 100% = maximal ACh; activation, % at 3 µM; 360,000 tested, 0.088% active; AID 588819, 2011; in the data active = activation above about 19%, passing the limit was not always enough
OXTR ag: human OXTR agonists, primary screen, fluorescence, CHO-OTR cells, Fluo-8 calcium; Fluo-8 calcium fluorescence; normalized: DMSO 0%, oxytocin 100%; activation, % at 3 µM; 320,000 tested, 0.32% active;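 active = activation above the mean of all tested compounds plus 3 SD, cutoff set per screening run, cut at about 20% in these data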;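 also: peak over basal fluorescence ratio from a 100 s FLIPR kinetic read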
TAAR1 antag: human TAAR1 antagonists, primary screen, Fluo-8 calcium fluorescence, CHO RD-HGA16 cells; 360,000 tested, 1.5% active; antagonist; AID 624466, 2012; inhibition, % at 3 µM;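 active = inhibition above a per-plate cutoff, the mean inhibition of test compounds on that plate plus 3 SD, cut at about 49% in these data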;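 also: 0% = DMSO plus EC80 beta-PEA response and 100% = DMSO alone without agonist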
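Material: CHO RD-HGA16 cells bearing hTAAR1; compound dosing: one-point dosing, 3 µM nominal final; schedule: dye loading 75 min at 37 °C, then 30 min room temperature; measured by: calcium fluorescence with Fluo-8; control set: vehicle and agonist controls; replication: n of 1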
* hit, by the source's call; x = not tested or not shown.

SMILES | TAAR1 agonist | CHRM1 antagonist | M1 ag | CHO parental Ca | V1R ag counter | OXTR potentiator | M1 PAM | OXTR ag | TAAR1 antag
CC(C)CCN1CC(C(=O)NC(C)C)CC1=O (stereo not drawn) | 0.8 | -2.1 | -5.0 | -1.1 | 0.7 | 3.4 | 6.5 | -0.5 | -15.0
Cc1ccc(-n2nc(C)c3c(C)c(CCC(=O)NCC4CCCO4)c(=O)n(C)c32)cc1 (stereo not drawn) | -0.8 | 5.7 | -3.6 | -19.7 | -0.1 | -8.8 | -2.5 | -0.7 | -23.7
COCCN1CN=C(NS(=O)(=O)c2ccc(C)cc2)NC1 | 2.4 | -5.1 | -1.7 | -6.5 | 0.3 | 1.2 | 5.3 | 0.7 | -11.5
C[C@@H]1CN([C@H](C)CO)C(=O)c2cccc(NS(=O)(=O)c3cccs3)c2O[C@H]1CN(C)Cc1ccccc1 | 11.0 | 6.5 | -2.1 | -16.5 | 0.3 | -1.9 | -0.1 | 1.0 | -6.6
CC(C)C(N)c1csc(Nc2nncc3ccccc23)n1 (stereo not drawn) | 20.2 | 9.9 | -2.9 | x | x | x | -3.4 | x | -11.1
CCC(C)c1ccccc1N1CC(C(=O)NCCc2ccc(OC)c(OC)c2)CC1=O (stereo not drawn) | 4.7 | -2.9 | -0.4 | -8.6 | -0.4 | 1.6 | 0.6 | 0.7 | -8.2
COc1ccc(C(C[N+](=O)[O-])c2c(-c3ccccc3)cc3ccccn23)cc1OC (stereo not drawn) | 23.2 | -12.0 | -1.8 | -20.8 | 0.7 | -14.2 | 12.7 | -0.3 | -7.3
CN(C1CCCCC1)S(=O)(=O)c1cn(C)c(=O)n(C)c1=O | -0.3 | -4.7 | -4.3 | -5.8 | -0.1 | -10.3 | 2.2 | -0.2 | -34.7
Cc1ccc(S(=O)(=O)c2nc(S(=O)(=O)c3ccccc3)sc2N2CCN(C)CC2)cc1 | 4.4 | 0.8 | -3.3 | -16.6 | 2.3 | -9.4 | 0.0 | 3.1 | 2.5
CCOC(=O)Cn1c(=O)c2c(nc(Br)n2Cc2ccc(Cl)cc2)n(C)c1=O | x | x | x | -30.3 | -0.6 | -10.0 | x | -0.3 | x
Cc1ccc(-c2ccc(CCC(=O)O)n2NC(=O)c2ccco2)cc1 | -3.2 | -7.1 | -3.4 | 6.7 | 0.5 | -16.6 | 6.7 | 0.5 | 7.5
O=C(CN1CCN(c2ccccc2O)CC1)Nc1cc([N+](=O)[O-])ccc1Cl | 4.3 | -5.2 | 0.2 | -18.7 | 0.6 | -5.7 | 7.6 | 1.3 | -11.6
CCc1c(C)nc2ncnn2c1NCc1cccs1 | 7.8 | -3.2 | 7.0 | -6.5 | 7.0 | -2.8 | -4.7 | 6.5 | 7.1
O=C(O)CC1(CC(=O)Nc2cc3ccccc3cn2)CCCCC1 | 0.4 | -14.4 | -0.9 | -12.0 | 0.3 | -0.2 | 7.7 | 0.3 | -26.2
CCc1cccc(CC)c1N(COC)C(=O)Cn1ccccc1=N | 0.8 | -5.7 | -4.3 | -3.7 | -0.5 | -12.4 | 4.3 | -0.1 | 3.2
CCC(C)NC(=O)CCC(=O)Nc1ccc2nc(N3CC(C)CC(C)C3)cc(C)c2c1 (stereo not drawn) | 1.0 | -0.4 | -3.1 | -6.8 | 0.8 | 3.5 | 5.2 | 1.0 | -14.8
CC(C)OC(=O)c1cc(C(=O)c2cc(F)ccc2O)coc1=N | 7.6 | 4.5 | 4.0 | -4.2 | 5.1 | -3.1 | 4.2 | 1.5 | -13.5
CCOC(=O)N1CCC(N2CC34C=CC(O3)C(C(=O)O)C4C2=O)CC1 (stereo not drawn) | 1.2 | -21.8 | 0.5 | -5.8 | 0.3 | -6.0 | 13.9 | 0.5 | 2.5
COC(=O)C(C)Sc1nnc2n(-c3cccc(C)c3)c(=O)c3c4c(sc3n12)CCCC4 (stereo not drawn) | 8.6 | 12.6 | -1.2 | 0.4 | 0.5 | -7.1 | -4.1 | 0.4 | 11.5
CCOC(=O)C1CCN(C(=O)C2COc3ccccc3O2)CC1 (stereo not drawn) | 3.8 | -3.9 | -2.2 | -6.1 | 0.8 | -7.7 | 2.7 | 0.6 | 5.4

Brought forward from above: three compounds, then new ones.
SMILES | TAAR1 agonist | CHRM1 antagonist | M1 ag | CHO parental Ca | V1R ag counter | OXTR potentiator | M1 PAM | OXTR ag | TAAR1 antag
CCOC(=O)N1CCC(N2CC34C=CC(O3)C(C(=O)O)C4C2=O)CC1 (stereo not drawn) | 1.2 | -21.8 | 0.5 | -5.8 | 0.3 | -6.0 | 13.9 | 0.5 | 2.5
COC(=O)C(C)Sc1nnc2n(-c3cccc(C)c3)c(=O)c3c4c(sc3n12)CCCC4 (stereo not drawn) | 8.6 | 12.6 | -1.2 | 0.4 | 0.5 | -7.1 | -4.1 | 0.4 | 11.5
CCOC(=O)C1CCN(C(=O)C2COc3ccccc3O2)CC1 (stereo not drawn) | 3.8 | -3.9 | -2.2 | -6.1 | 0.8 | -7.7 | 2.7 | 0.6 | 5.4
Cc1ccc(N2CS(=O)(=O)/C(=C/N(C)C)C2=O)cc1 | 7.2 | -2.2 | -4.2 | -3.7 | 0.0 | 2.1 | -1.9 | 0.6 | -11.2
COc1ccc(Cl)cc1NC(=O)CN(C)C(=O)c1sc2ccccc2c1Cl | 3.7 | -2.1 | -3.3 | -23.1 | -0.1 | -6.7 | 8.4 | -0.7 | 4.1
C[C@]12C(=O)N(c3cccc(F)c3)C(=O)N1[C@H]1c3ccccc3OC[C@@H]1[C@H]2c1ccccc1 | 3.8 | 4.3 | -1.2 | 5.9 | 0.5 | 3.3 | -9.4 | 0.7 | 7.8
CC(C)(C)C1N=C(c2ccc3ccccc3c2)OC1=O (stereo not drawn) | 11.3 | -8.1 | -5.2 | -4.8 | 1.2 | -5.4 | 6.3 | -0.3 | 8.7
O=C(O)c1cc(Cl)ccc1OS(=O)(=O)c1ccc(Cl)s1 | 2.2 | -6.6 | -0.2 | -3.0 | 0.6 | 0.9 | 6.1 | 1.3 | -17.9
CC12CCC3C(CCC4N(CCO)CCC34C)C1CCC2O (stereo not drawn) | 0.2 | -6.6 | -8.4 | 12.1 | 1.7 | -12.8 | 4.5 | 2.6 | -20.1
C/C(CC(=O)NCc1ccco1)=N\NC(=O)COc1ccc(C)cc1 | 3.3 | -11.7 | -5.9 | -1.5 | -0.7 | -0.7 | 11.3 | -0.6 | 1.7
COc1ccc(-c2nn(-c3ccccc3)cc2C(=O)N2CCN(C(=O)c3ccco3)CC2)cc1 | 2.2 | 14.7 | -3.8 | -19.4 | -0.4 | -5.3 | -8.2 | -0.5 | 9.0
COCc1cc(C)nc(OCC(=O)N/N=C/c2cc(C)n(-c3c(C)cccc3C)c2C)c1C#N | 1.0 | 2.6 | -2.4 | -16.5 | -0.1 | -6.4 | 2.9 | -0.6 | -7.1
CN1CCN(c2ccc(CNC(=O)C3Cc4c(-c5ccc6c(c5)OCO6)ccnc4O3)cc2)CC1 (stereo not drawn) | 6.7 | -3.5 | -8.1 | x | x | x | 2.3 | x | -27.3
O=C1c2ccccc2S(=O)(=O)c2cc(C(=O)N3CCN(C(=O)c4ccccc4)CC3)ccc21 | 6.7 | -3.0 | -14.5 | -4.9 | -0.1 | -1.9 | -2.1 | 1.6 | 4.1
COc1cnn(-c2ccc(F)cc2)c(=O)c1Br | 7.0 | -8.1 | -7.1 | -8.7 | -0.2 | -0.5 | 13.1 | 0.5 | -11.8
Clc1ccc(CSc2nnc3ccccn23)c(Cl)c1 | -1.7 | 3.2 | -6.7 | -16.1 | 1.9 | -5.9 | -2.9 | 1.3 | -3.1
FC(F)(F)c1cccc(Cc2noc(CN3CCCC(CN4CCCC4)C3)n2)c1 (stereo not drawn) | 1.1 | 13.2 | -6.4 | -30.3 | 0.1 | -8.5 | -10.6 | -1.2 | 4.2
O=C(Cc1ccccc1)Nc1nc(-c2ccc(F)c(F)c2)cs1 | 4.9 | 36.9* | -7.6 | -6.6 | 1.1 | -13.5 | -29.7 | -1.5 | 56.3*
CCc1cccc(CC)c1NC(=O)c1ccc(-c2cc(Cl)ccc2Cl)o1 | 6.3 | -1.6 | -1.9 | x | x | x | -7.2 | x | 7.3
Cn1c(N2CCN(c3ccccn3)CC2)nc2c1c(=O)n(Cc1ccccc1Cl)c(=O)n2C | 8.3 | -12.1 | -2.6 | -12.1 | 0.4 | -11.5 | 6.5 | 0.9 | 9.6
CCCCOc1ccc(N(CC(=O)NC(C)(C)CC)C(=O)CCC(=O)Nc2ccccn2)cc1 | 5.7 | 5.1 | -5.7 | -15.0 | 1.5 | -17.8 | -8.5 | -0.2 | 5.6
CCc1ccccc1N(CC(=O)NCc1ccccc1)C(=O)CCC(=O)Nc1ccccn1 | 8.2 | -5.4 | -3.8 | -27.9 | 2.9 | -6.3 | 7.1 | 3.4 | 5.2
O=C(Nc1ccc(S(=O)(=O)Nc2ncccn2)cc1)c1cccnc1 | 1.2 | -5.7 | -1.4 | -11.5 | 0.1 | -5.1 | 7.4 | -0.2 | -4.4
c1ccc(-c2nc3nc4ccccc4nc3n2CC2CCCO2)cc1 (stereo not drawn) | 21.6 | 3.8 | -1.6 | -12.0 | -2.1 | -6.0 | 1.1 | -1.8 | 50.9*
O=C(NCc1ccncc1)C1CCN(S(=O)(=O)c2cccc(C(F)(F)F)c2)CC1 | 7.1 | -11.5 | -6.0 | x | x | x | 2.1 | x | -34.6
Cc1cc(Cl)ccc1C(O)c1ncc(-c2ccc(C(F)(F)F)cc2)[nH]1 (stereo not drawn) | 2.3 | -1.2 | -3.7 | x | x | x | -1.1 | x | 38.1
CC1(Cc2ccccc2F)C(=O)Nc2c(Cl)ccc(Cl)c21 (stereo not drawn) | 7.2 | -6.0 | 3.2 | x | x | x | 7.3 | x | 13.6
COc1cccc(NC(=O)CCC2CCN(C(=O)c3cncs3)CC2)c1 | 0.0 | -7.5 | -2.3 | -5.8 | 0.3 | -1.1 | -2.7 | 0.3 | -10.8

Screening results deposited in PubChem by The Scripps Research Institute Molecular Screening Center.
